M1 PAM parental – counter-screen for M1 PAMs: effect in parental CHO-K1 cells. ATP EC20, Fluo-8 calcium fluorescence; 0% at ATP EC20, 100% at ATP max. activation, % at 3 µM. 0.02% of 360,000 active. AID 602247;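 active means activation above the run cutoff, the mean activation of all test compounds plus 3 SD, cut at about 40% in these data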;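 further: peak over basal fluorescence ratio in a 140 s read after ATP addition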
CRFBP-R2 agonist – CRF-BP/CRF-R2 complex agonism; activation, % at 13.2 µM; 0.46% of 350,000 active; AID 588473; HEK293 CRF-R2/CRF-BP, calcium dye fluorescence (FLIPR); percent of saturating CRF peptide response;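 active means activation of at least 50%, plus an integration ratio under a set limit after plate pattern correction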;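 further: plate controls were neutral control wells without compound for no effect and CRF at EC100 for full effect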
CHRM5 agonist – CHRM5 agonism in calcium assay. P08912. CHO-K1 hM5 cells, Fluo-8 calcium fluorescence; 0% DMSO wells, 100% maximal acetylcholine response. activation, % at 3 µM. 0.19% of 360,000 active. AID 624037;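 active means activation above the run's mean over test compounds plus 3 SD, cut at about 23% in these data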;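 further: signal is peak over basal fluorescence ratio across the kinetic read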
Target sequence (P08912 whole entry, looked up): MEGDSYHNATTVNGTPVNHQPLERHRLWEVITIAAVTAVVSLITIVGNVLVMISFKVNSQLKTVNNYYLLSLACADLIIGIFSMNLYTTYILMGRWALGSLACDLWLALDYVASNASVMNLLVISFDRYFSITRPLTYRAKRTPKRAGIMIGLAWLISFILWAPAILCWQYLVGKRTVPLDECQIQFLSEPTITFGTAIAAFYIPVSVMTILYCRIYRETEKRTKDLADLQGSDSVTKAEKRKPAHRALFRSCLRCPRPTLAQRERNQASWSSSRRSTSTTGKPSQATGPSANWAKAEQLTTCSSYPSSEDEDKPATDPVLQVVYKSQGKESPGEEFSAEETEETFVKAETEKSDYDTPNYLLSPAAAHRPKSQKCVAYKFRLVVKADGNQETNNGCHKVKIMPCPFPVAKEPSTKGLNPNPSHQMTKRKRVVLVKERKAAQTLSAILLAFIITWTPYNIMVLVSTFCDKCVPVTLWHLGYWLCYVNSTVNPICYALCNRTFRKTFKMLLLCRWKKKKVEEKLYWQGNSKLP
M5 PAM – CHRM5 positive allosteric modulation | 0.3% of 360,000 active | AID 624038 | activation, % at 3 µM | P08912 | CHO-K1 hM5, Fluo-8 calcium, ACh EC20 PAM; 0% = ACh EC20, 100% = ACh EC100;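 active means activation above the run cutoff, the mean activation of all test compounds plus 3 SD, cut at about 18% in these data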
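system = human M5 receptor in CHO-K1 cells | compound = one concentration, 3 µM final (nominal) | schedule = Post-acetylcholine fluorescence recording 140 s | signal = Fluo-8 calcium dye fluorescence, kinetic read | benchmarks = low control EC20 acetylcholine (0%), high control EC100 acetylcholine (100%) | repeats = singlicate, one well per test compound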
TAAR1 agonist – agonists of human TAAR1 | Q96RJ0 | CHO RD-HGA16 TAAR1, Fluo-8 calcium fluorescence; vehicle wells 0%, saturating PEA agonist 100% | activation, % at 3 µM | 0.99% of 360,000 active;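 active means activation above the mean activation of all test compounds in the run plus 3 SD, cut at about 38% in these data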
Target sequence (Q96RJ0 whole entry, looked up): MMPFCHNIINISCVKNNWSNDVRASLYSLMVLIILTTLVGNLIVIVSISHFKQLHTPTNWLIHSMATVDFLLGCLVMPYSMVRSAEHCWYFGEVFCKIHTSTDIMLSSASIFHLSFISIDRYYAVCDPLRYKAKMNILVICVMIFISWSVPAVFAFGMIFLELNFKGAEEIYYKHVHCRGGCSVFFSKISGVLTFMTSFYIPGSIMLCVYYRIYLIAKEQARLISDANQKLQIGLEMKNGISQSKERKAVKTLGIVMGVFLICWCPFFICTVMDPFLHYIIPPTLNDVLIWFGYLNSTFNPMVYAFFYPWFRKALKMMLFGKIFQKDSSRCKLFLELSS
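Test system: RD-HGA16 (CHO) cells co-expressing Gα16 and hTAAR1 | Doses: Single dose, 3 µM | Schedule: 17-24 h seeding, 75 min 37 °C dye, 30 min RT | Evaluation: % activation from peak over basal fluorescence ratio, DMSO-to-PEA scaled | Technique: Kinetic Fluo-8 calcium fluorescence | Benchmarks: Low control DMSO, high control PEA (EC100)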
TAAR1 antagonist – antagonists of human TAAR1; Q96RJ0; CHO RD-HGA16 TAAR1, Fluo-8 calcium fluorescence, antagonist; inhibition, % at 3 µM; AID 624466; 1.5% of 360,000 active;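 active means inhibition above a per-plate cutoff, the mean inhibition of test compounds on that plate plus 3 SD, cut at about 49% in these data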;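 further: 0% = DMSO plus EC80 beta-PEA response and 100% = DMSO alone without agonist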
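Test system: RD-HGA16 CHO cells with stable hTAAR1 and Gα16 / Probe or stimulus: EC80 β-phenethylamine stimulus / Times: seeding 17-24 h prior, 75-min 37 °C, 30-min RT dye loading / Detection: Fluo-8 calcium-sensitive fluorescence / Read-out basis: % inhibition scaled between DMSO and EC80 PEA controls / Repeats: singlicate, one well per test compound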
CHRM5 antagonist – blocks acetylcholine activation of human M5 receptor. P08912. CHO-hM5 cells, Fluo-8 calcium fluorescence, ACh EC80. inhibition, % at 3 µM. 0.59% of 360,000 active. AID 624040;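 active means inhibition above a per-plate cutoff, the mean of that plate's test compounds plus 3 SD, cut at about 27% in these data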;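 further: 0% = acetylcholine EC80 with DMSO and 100% = DMSO without agonist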
CRFR2-BP antag – CRF-BP/CRF-R2 complex antagonism; HEK293 CRF-R2/CRF-BP, CRF-induced calcium fluorescence; inhibition, % at 11.8 µM; 0.59% of 350,000 active;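 active means inhibition of the ligand-induced calcium signal above about 50% at the single tested concentration, limit read from the data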
CHRM4 PAM – CHRM4 positive allosteric modulation | P08173 | CHO-K1 hM4/Gqi5, Fluo-8 calcium fluorescence, ACh EC20; 0% = ACh EC20, 100% = maximal ACh | activation, % at 3 µM | 0.4% of 360,000 active | AID 624126;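 active means activation above its plate's cutoff, the mean activation of sample wells plus 3 SD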; further: some results filed as inactive read as strong as hits
* = called active by the depositor; · = not tested or not shown.

SMILES	M1 PAM parental	CRFBP-R2 agonist	CHRM5 agonist	M5 PAM	TAAR1 agonist	TAAR1 antagonist	CHRM5 antagonist	CRFR2-BP antag	CHRM4 PAM
COc1ccc(-n2nc(C(=O)NCC(=O)N3CCCC(C)C3)c3ccccc3c2=O)cc1 (stereo unspecified)	8	-3.2	2	-3	12	25	2	4	-8
COc1ccc(CN(C(=O)c2ccco2)c2ccc(C)cc2)cc1OC	-7	-0.6	-8	2	3	-22	-9	15	3
COc1ccc(S(=O)(=O)N2CCCC2C(=O)n2nc(C)cc2C)cc1 (stereo unspecified)	-15	-0.8	-1	-4	3	0	7	26	-4
COc1cc(OC)cc(C(=O)Nc2ccc(CN3CCCCC3)cc2)c1	-10	0.5	-10	4	1	-14	7	0	-2
N#Cc1sc(NCc2ccccn2)nc1Cl	-3	-0.1	0	-7	1	-2	11	6	-1
Cc1ccc(NC(=O)C2CC(c3ccc(F)cc3)=NO2)cc1 (stereo unspecified)	30	0.7	-6	11	2	4	2	18	10
COc1cc(OC)c(-n2cc(-c3ccc(OC)c(OC)c3)[nH]c2=S)cc1Cl	16	33	13	-4	96*	35	15	-37	-7
CCOc1ccc(N2C(=O)C3Sc4[nH]c(=O)sc4C(c4ccc(OC)c(OC)c4)C3C2=O)cc1 (stereo unspecified)	16	0.6	1	8	3	-6	0	-24	2
O=C(NCCCCc1ccccc1)C12CN(Cc3ccccc3)CC1C(c1cccc([N+](=O)[O-])c1)=NO2 (stereo unspecified)	9	2.1	0	4	8	-5	2	-10	12
CC(C)[C@@H](NC(=O)C1CCC(CNC(=O)[C@H](Cc2ccccc2)NC(=O)OC(C)(C)C)CC1)C(=O)O (stereo partly specified)	-19	-2.2	-1	-2	3	-11	13	6	3
C=CCCCCCCCCC(=O)NNC1=CC(=O)CC(C)(C)C1	10	-0.3	0	3	3	9	0	-3	14
COC(=O)COc1ccc(S(=O)(=O)Nc2ccc(NC(C)=O)cc2)cc1	0	-2.0	2	0	15	-5	-4	1	-11
Cc1ccc(-n2nc3c(=O)n(CCCC(=O)NCC(C)c4ccccc4)nc(C)c3c2C)cc1 (stereo unspecified)	5	0.3	-4	-2	16	-44	1	1	-6
COc1cccc(-c2cc3c(c4c2ccn4C)C2CCC3C2)c1 (stereo unspecified)	5	·	0	-9	-3	-27	6	·	2
COc1ccc(OC)c(CC(=O)Nc2ccc3c(c2)CCC3)c1	3	-0.3	-5	1	1	-5	9	11	-5
Cc1cc(Cl)ccc1C(=O)C1CCCN(C(=O)/C=C/c2cnn(C)c2)C1 (stereo unspecified)	21	0.1	-1	-4	-1	0	3	-3	8
CCOC(=O)[C@]12CCCC=C1N(Cc1cccc3ccccc13)C(=O)[C@H](CC(=O)NCCCOC)C2	-4	·	0	-3	0	0	7	·	5
CCOC(=O)c1c(C)nc(-c2ccccc2)nc1NC(=O)CC	12	2.3	-4	-5	1	-1	-9	13	3
CCC(CC)C(=O)Nc1nnc(CCc2ccccc2)s1	-8	0.4	3	2	5	-24	10	-54	3
O=C1c2ccc(Cl)cc2S(=O)(=O)c2cccc(C(=O)N3CCN(c4ccc(Cl)cn4)CC3)c21	16	-1.9	1	-6	8	-7	10	-10	6

Record cards, from the list above. Screens in order: M1 PAM parental	CRFBP-R2 agonist	CHRM5 agonist	M5 PAM	TAAR1 agonist	TAAR1 antagonist	CHRM5 antagonist	CRFR2-BP antag	CHRM4 PAM
O=C1c2ccc(Cl)cc2S(=O)(=O)c2cccc(C(=O)N3CCN(c4ccc(Cl)cn4)CC3)c21 reads 16	-1.9	1	-6	8	-7	10	-10	6
CC(C)[C@@H](NC(=O)C1CCC(CNC(=O)[C@H](Cc2ccccc2)NC(=O)OC(C)(C)C)CC1)C(=O)O (stereo partly specified) reads -19	-2.2	-1	-2	3	-11	13	6	3
CCOC(=O)c1c(C)nc(-c2ccccc2)nc1NC(=O)CC reads 12	2.3	-4	-5	1	-1	-9	13	3
COc1cccc(-c2cc3c(c4c2ccn4C)C2CCC3C2)c1 (stereo unspecified) reads 5	·	0	-9	-3	-27	6	·	2

Later entries
SMILES	M1 PAM parental	CRFBP-R2 agonist	CHRM5 agonist	M5 PAM	TAAR1 agonist	TAAR1 antagonist	CHRM5 antagonist	CRFR2-BP antag	CHRM4 PAM
CC(=O)Nc1ccc(NC(=O)Cn2ccc([N+](=O)[O-])n2)cc1	-2	0.8	0	-2	0	4	5	4	-20
COc1ccc(OCC(=O)Nc2ccccc2C(=O)NC2CC2)cc1	-2	-3.0	0	-10	13	18	7	-2	1
CS(=O)(=O)N1CCc2cc(C(=O)Nc3ccc(Br)cc3)ccc21	8	0.3	-2	0	17	9	6	-2	5
COc1ccc(NS(=O)(=O)c2cc(NC(=O)c3cccs3)ccc2N2CCOCC2)cc1	7	-2.8	-10	0	6	4	1	5	-16
O=C(Nc1nnc(-c2ccco2)o1)c1ccc(S(=O)(=O)N2CCOCC2)cc1	-10	-0.8	0	-2	2	-20	1	15	-2
COc1cc(C)ccc1OCCOCCOc1cc(C)c(C)cc1Br	9	-0.3	-3	-10	0	1	11	47	0
CCN(CC)c1nc(N2CCN(C)CC2)nc2ccccc12	-17	-0.7	-21	4	2	-9	-3	3	-2
COc1ccc(-c2nc(C#N)c(N3CCC(C)CC3)o2)cc1	-21	-0.1	-7	-8	1	7	2	-50	-7
NC(=O)C1=C[C@H](c2ccc3c(c2)OCO3)C[C@H](OCc2ccc(CO)cc2)O1	-10	1.7	3	-9	17	-12	7	-8	-3
Cc1nnc(N/N=C/c2ccc(-c3ccc(Br)cc3)o2)n1N	-3	0.0	2	7	2	-5	5	21	-2
CCC(COC(=O)c1ccccc1)Oc1cc(NCc2ccccc2)c2ncn(C(C)C)c2c1 (stereo unspecified)	9	2.3	1	-31	7	26	10	12	-5
COC(=O)[C@]1(Cc2ccccc2)N[C@H](CN(C)S(=O)(=O)c2ccc(C(C)(C)C)cc2)[C@@H]2C(=O)N(C)C(=O)[C@@H]21	-1	1.5	0	-1	5	-16	-8	-3	-1
O=c1[nH]c(CN2CCOCC2)nc2scc(-c3ccccc3)c12	8	0.2	0	0	4	-23	4	-3	-1
CCOC(=O)N1CCC(NC(=O)Cn2ncc3ccccc32)CC1	-2	-1.8	-1	3	4	-22	-2	2	2
COc1ccccc1C1C2=C(CC(C)(C)CC2=O)N(CC(=O)O)C2=C1C(=O)CC(C)(C)C2	17	-0.3	-3	-1	-1	5	16	9	-9
COc1ccccc1NC(=O)c1ccc(C)c(S(=O)(=O)N2CCCCC2)c1	-14	-0.5	-5	-9	-1	-5	-8	15	-3
CC1CCc2nc(NC(=O)CCSc3ccccc3)sc2C1 (stereo unspecified)	15	1.1	1	2	0	-13	-5	-3	4
CCN1C(=O)CSc2ccc(C(=O)NC3CCCCC3)cc21	5	-0.8	0	-6	17	-6	5	13	-1
COc1cc(/C=N/NC(=O)C(=O)NCc2ccco2)ccc1O	5	-3.2	-2	-6	-1	-6	0	-1	12
Cc1cc(NC(=O)CSCC(=O)N(C)Cc2cccc(Cl)c2)no1	11	0.1	0	-6	4	-14	7	3	2
CCOc1ccc2nc(SCC(=O)N3c4ccccc4Sc4ccccc43)sc2c1	18	0.8	1	-4	7	-17	1	4	5
c1ccc(COc2ccc3nocc3c2)cc1	-2	-1.0	-3	4	2	6	17	29	5
O=C(C1CC=CCC1)N1CCN(C(=O)C2CC=CCC2)CC1 (stereo unspecified)	0	0.4	-3	-5	2	-10	9	-11	-4
CC(=O)c1ccc(N(C(=O)CS(=O)CC(=O)Nc2ccc(F)cc2)C(C(=O)NC2CCCCC2)c2cccs2)cc1 (stereo unspecified)	-11	-0.6	2	5	4	-8	-5	-7	-1
CCOC(=O)C(CN1CCCC1)c1ccccc1 (stereo unspecified)	5	-1.0	-10	-11	10	14	14	7	-9
CCCC(=O)Nc1ccc2c(c1)Cc1ccccc1-2	-13	1.9	-6	4	0	-3	4	-1	-6
COc1ccccc1NC(=O)Cn1c([N+](=O)[O-])cnc1C	-18	-0.1	1	0	0	-9	4	-10	-3
CC1=Nc2ccccc2N=C(NC(=O)CN2CCN(c3ccccc3)CC2)C1c1ccccc1 (stereo unspecified)	18	0.9	2	1	1	12	-9	-4	2
Cc1cc(C)n(-c2cccc(C(=O)O)c2)n1	-12	-1.2	-2	-4	2	-16	13	5	-6
CCOc1ccc(C2/C(=C(\O)c3ccc(OC)c(OC)c3)C(=O)C(=O)N2c2cc(C)on2)cc1OC (stereo unspecified)	7	-0.3	2	-2	5	8	0	1	-2
COc1ccc(S(=O)(=O)Nc2ccc(NC(C)=O)cc2)cc1	8	0.2	0	1	13	18	6	10	17
COc1ccc(-c2nc(C#N)c(NCCCN(C)C)o2)cc1OC	-6	-1.3	1	-5	3	-30	1	-7	-3
COc1ccc(CN2CC(=O)N(c3ccccc3OC)C2=S)cc1OC	1	-0.1	6	-4	12	23	-3	2	-7
COc1ccc(Cl)cc1NC(=O)C1CC(c2ccccc2O)=NO1 (stereo unspecified)	10	0.8	1	-3	1	-9	4	4	-6
Clc1ccc(OCCCCSc2ncccn2)cc1	6	-0.3	-9	-3	8	18	-3	-17	3
Cc1cc(NC(=O)c2ccc(NC(=O)C(C)C)cc2)no1	-5	-1.1	-3	2	6	-8	-3	-4	-1
CC(C)n1nnc2ccccc2c1=O	14	-2.3	-1	7	5	0	-5	-8	3
COc1ccc(S(=O)(=O)N2CCN(C(=O)c3ccccc3Cc3ccccc3)CC2)cc1OC	2	4.1	0	-5	1	7	2	-38	-2
Cc1ccc(OCC(=O)OC(C)CN(C)Cc2ccccc2)cc1 (stereo unspecified)	15	-2.0	1	0	0	-3	-6	10	1
COc1ccc(Oc2ccccc2C=O)cc1	21	-3.0	-1	4	5	2	2	20	5
CC1CCCN(S(=O)(=O)c2cc(C(=O)NCc3ccco3)ccc2Cl)C1 (stereo unspecified)	21	-0.3	0	-2	-2	1	9	14	4
Cc1csc(N2CCN(c3cc4nc(-c5ccncc5)[nH]c4cc3Cl)CC2)n1	-17	-1.1	2	-3	16	58*	11	-6	-9
COc1cc2c(c(OC)c1OC)-c1ccc(SC)c(=O)cc1C(NC(=O)c1ccccc1)CC2 (stereo unspecified)	9	-1.7	-1	1	0	7	8	-5	2
CC1(C)C(=O)OC(c2ccco2)C(C)(C)C1=O (stereo unspecified)	11	0.2	-1	1	11	-5	-3	-6	6
COc1ccc(N2CCN(C(c3ccccc3)c3sc4nc(C)nn4c3O)CC2)cc1 (stereo unspecified)	25	11	-1	9	2	-3	-8	-28	11
O=C(Cn1cnc2c(OCc3ccccc3)ncnc21)NCC1CCCO1 (stereo unspecified)	1	-1.6	0	-2	2	-2	-4	-12	1
Cc1ccc(C(=O)CNc2ccc(C)c(Cl)c2)cc1	4	-1.4	4	13	5	-41	16	-5	14

Screening results from PubChem.
